Assay outcomes from PubChem BioAssay.
MEKK3 PB1 HTS – MEKK3-MEK5 PB1 interaction, increase or decrease; Q99759; 1.4% of 290,000 active; binding response (% of control), % at 10 µM; bead-based flow cytometry, Alexa488-MEK5 binding to MEKK3; actives lie on both sides; 0 = blocked by unlabeled MEK5, 100 = vehicle;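 active = binding response more than 3 SD above or below the average of its plate-row segment, actives on both sides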;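 also: Alexa488 bead fluorescence after subtracting the streptavidin-only scavenger bead signal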
CRFR2-BP ag – agonists of human CRF-binding protein/CRF-R2 receptor complex | HEK293 CRF-R2/CRF-BP, calcium dye fluorescence (FLIPR); percent of saturating CRF peptide response | AID 588473 | activation, % at 13.2 µM | 0.46% of 350,000 active;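 active = activation of at least 50%, plus an integration ratio under a set limit after plate pattern correction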;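 also: plate controls were neutral control wells without compound for no effect and CRF at EC100 for full effect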
p-CIP stab down – compounds decreasing mouse p/CIP protein stability | F442A p/CIP-EGFP cells, EGFP fluorescence, 16 h | 0.01% of 290,000 active | AID 1984 | Q05BA5 | decrease of EGFP signal, % at 10 µM;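 active = EGFP signal decrease of at least 30% at 10 µM or well 3 SD below plate mean, unless failing retest; inactive = the rest, including hits failing retest or dose response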; also: some compounds called inactive have numbers as strong as hits; many of its hits are not listed in these tables
GalR3 antagonist – antagonists of human GalR3. HEK293 GalR3-CNG cAMP membrane potential fluorescence; galR3 body fused to GalR1 C-terminus. inhibition, % at 3 µM. 0.44% of 360,000 active. AID 651719;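 active = inhibition above the screen-wide average plus 3 SD, cut at about 13% in these data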;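 also: forskolin and galanin both at EC90 stimulate the cells; cAMP rise reported by CNG channel membrane potential dye signal; 0% = forskolin plus galanin with DMSO and 100% = forskolin alone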
Target sequence (O60755 1-299 limits assumed): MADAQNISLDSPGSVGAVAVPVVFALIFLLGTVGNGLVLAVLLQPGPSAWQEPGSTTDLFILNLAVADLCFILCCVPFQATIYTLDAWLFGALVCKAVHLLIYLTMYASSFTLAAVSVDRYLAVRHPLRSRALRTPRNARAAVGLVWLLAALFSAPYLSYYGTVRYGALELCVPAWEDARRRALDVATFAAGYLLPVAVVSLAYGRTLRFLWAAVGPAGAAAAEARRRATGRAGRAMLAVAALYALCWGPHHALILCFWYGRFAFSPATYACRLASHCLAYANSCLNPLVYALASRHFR
CHRM4 PAM – positive allosteric modulators of human muscarinic M4 receptor; CHO-K1 hM4/Gqi5, Fluo-8 calcium fluorescence, ACh EC20; 0% = ACh EC20, 100% = maximal ACh; P08173; activation, % at 3 µM; 0.4% of 360,000 active; AID 624126;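 active = activation above its plate's cutoff, the mean activation of sample wells plus 3 SD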; also: some results filed as inactive read as strong as hits
Target sequence (P08173 whole entry, looked up): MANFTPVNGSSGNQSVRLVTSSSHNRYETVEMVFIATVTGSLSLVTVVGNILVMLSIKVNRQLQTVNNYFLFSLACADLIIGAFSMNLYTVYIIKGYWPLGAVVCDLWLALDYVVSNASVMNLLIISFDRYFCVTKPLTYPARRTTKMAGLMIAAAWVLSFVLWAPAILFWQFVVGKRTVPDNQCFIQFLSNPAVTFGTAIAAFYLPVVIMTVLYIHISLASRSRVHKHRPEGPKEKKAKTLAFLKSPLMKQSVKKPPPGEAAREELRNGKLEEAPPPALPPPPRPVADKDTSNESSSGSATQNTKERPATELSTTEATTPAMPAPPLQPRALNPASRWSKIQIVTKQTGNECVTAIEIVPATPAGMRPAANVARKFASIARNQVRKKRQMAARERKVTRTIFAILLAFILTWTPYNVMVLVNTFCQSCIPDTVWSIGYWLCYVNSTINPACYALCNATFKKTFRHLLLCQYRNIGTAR
IDE act – IDE (human) activation, cell-based; HEK cells, FAbeta-B cleavage, fluorescence polarization; 0% vehicle, 100% cell-free pure enzyme wells; 0.073% of 340,000 active; P14735; activation, % at 5.96 µM;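 active = activation above the mean of all tested compounds plus 3 SD, set per screening campaign, cut at about 17% in these data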
IDE inh – inhibits human insulin-degrading enzyme in HEK cells | FAbetaB cleavage, fluorescence polarization | inhibition, % at 5.59 µM | 0.41% of 320,000 active;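 active = percent inhibition above the average of all tested compounds plus 3 SD, set per screening campaign, cut at about 16% in these data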;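 also: IDE supplied by intact live HEK cells; FP after avidin binding of uncleaved biotin substrate so inhibition keeps polarization high; 0% = DMSO wells and 100% = 60 µM reference IDE inhibitor Ii1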
CRFR2-BP antag – blocks CRF-induced signaling of the CRF-BP/CRF-R2 complex; HEK293 CRF-R2/CRF-BP, CRF-induced calcium fluorescence; inhibition, % at 11.8 µM; 0.59% of 350,000 active;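 active = inhibition of the ligand-induced calcium signal above about 50% at the single tested concentration, limit read from the data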
PHOSPHO1 block – PHOSPHO1 (human) inhibition; recombinant PHOSPHO1, absorbance phosphatase assay; inhibition, % at 13.3 µM; 1.1% of 290,000 active; AID 1565; in the data active = inhibition above about 60%
Target sequence (Q8TCT1 whole entry, looked up): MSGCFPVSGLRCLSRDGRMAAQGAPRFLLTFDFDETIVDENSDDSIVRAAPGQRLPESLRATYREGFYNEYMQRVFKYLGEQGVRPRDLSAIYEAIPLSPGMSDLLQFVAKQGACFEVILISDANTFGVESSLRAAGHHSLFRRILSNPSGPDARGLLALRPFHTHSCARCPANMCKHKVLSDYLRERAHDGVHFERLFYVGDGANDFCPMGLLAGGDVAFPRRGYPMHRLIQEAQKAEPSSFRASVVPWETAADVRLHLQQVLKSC
Starred values were filed as active, the others as inactive; / = not tested or not shown; [ ] = remark or other dose.

SMILES	MEKK3 PB1 HTS	CRFR2-BP ag	p-CIP stab down	GalR3 antagonist	CHRM4 PAM	IDE act	IDE inh	CRFR2-BP antag	PHOSPHO1 block
CSc1nc(N2CCN(C)CC2)c2c(c1C#N)CC(C)(C)OC2	105	0.0	-14	-4	1	-2	5	-10	24
CCOC(=O)C(Cc1ccccc1)NC(C)=O (stereo unspecified)	98	-1.2	6	-5	-1	-2	1	2	-4
COc1ccc(N(C(=O)c2ccccc2OC(C)=O)C(C)C2CC2)cc1 (stereo unspecified)	119	-0.9	-16	-5	3	0	0	3	5
O=c1cc(NCCCO)c2ccccc2o1	101	0.0	3	-5	10	4	7	-6	16
Nc1nc2ccccc2n1CCOc1ccc(F)cc1	98	-0.8	24	-7	-5	2	0	-22	/
C/C(=N/NC(=O)C1CC1(c1ccccc1)c1ccccc1)c1cccs1 (stereo unspecified)	103	0.0	6	-5	3	3	-1	-11	4
CCN(CC(=O)NCc1cccs1)c1ccc(S(=O)(=O)N2CCCC2)cn1	99	-0.9	3	0	-15	1	9	14	21
CCC(C)C(=O)Nc1nc(C)c(-c2csc(Nc3ccccc3OC)n2)s1 (stereo unspecified)	103	-0.3	-2	-2	4	-1	-4	4	74*
Clc1ccc(/C=N/c2c(-c3ccco3)nc3ccccn23)cc1	104	-1.0	-8	-1	7	-3	-2	12	9
C/C(=N\NC(=O)c1nn(C)cc1Br)c1ccc(NC(=O)c2ccncc2)cc1	99	-0.5	-5	-2	0	0	1	4	4
Cc1cccc2nc(-c3ccco3)oc(=O)c12	105	-0.3	3	-9	1	2	3	17	29
Cc1nc([N+](=O)[O-])cn1CC(=O)c1ccccc1	99	-1.2	-4	-7	6	4	4	1	32
COc1ccc(NC(=O)c2cc(-c3ccccc3)oc2C)cc1	105	-0.8	-13	-4	1	3	-1	-22	-2
CC(C)[C@H](CO)Nc1nc(NCc2ccc(S(N)(=O)=O)cc2)c2ncn(C(C)C)c2n1	77	0.9	-4	0	3	-1	0	-2	26
COC(=O)C1=C(C(=O)OC)[C@@H]2N(C)c3ccc(OC)cc3[C@@]23C[C@@H](C(=O)OC)N(C(=O)NC2CCCCC2)C3=N1	2.0*[inhibitor]	-1.9	/	-5	1	5	3	-1	/
O=c1c2c(-c3cccs3)csc2ncn1-c1ccccc1	96	-2.8	-14	0	12	-2	-1	-7	-4
COc1ccc(C2(CNC(=O)c3ccccc3)CCOCC2)cc1	104	0.1	-28	-1	-5	/	-5	1	20
CSc1nncc(/C(C)=N/O)n1	76	0.8	-2	-3	-1	5	6	9	7
COc1cc(C(c2c(C)n(C)n(-c3ccccc3)c2=O)c2c(C)n(C)n(-c3ccccc3)c2=O)cc(Br)c1O	99	0.2	0	-3	1	-1	1	2	56
Cc1ccccc1NC(=O)CN1C(=O)S/C(=C/c2cccnc2)C1=O	96	2.3	-14	-2	1	-2	12	-21	-4
CCn1c(SCC(=O)Nc2nncs2)nnc1C(C)NC(=O)c1ccccc1Br (stereo unspecified)	102	1.1	3	-5	1	6	6	-5	15
CN(CC(=O)NC1CCCCC1)S(=O)(=O)c1ccc2c(c1)c(=O)n(C)c(=O)n2C	103	-2.8	-8	-7	0	-8	-11	-3	41
CC(=O)Nc1ccc(N2C(=O)CC(N3CCSCC3)C2=O)cc1 (stereo unspecified)	102	-4.0	-7	-2	-1	3	5	12	23
Cc1cc(C)nc(NC(=O)NC(=O)c2ccccc2)n1	102	0.7	1	-3	2	2	-2	15	33
Fc1cccc(Cl)c1CSc1nnc2ccccn12	94	-0.2	13	-7	2	-1	4	9	44
Cc1ccsc1C(=O)OCC(=O)N(Cc1ccccc1)C(C)C	/	-0.7	/	-5	3	2	16*	3	/
COCCCNC(=S)N1CCN(c2nc3ccccc3s2)CC1	92	0.1	-1	-2	-14	-5	12	2	34
CC(NC(=O)c1ccc(CS(=O)(=O)c2ccc(Cl)cc2)o1)c1ccc2c(c1)OCCO2 (stereo unspecified)	101	-0.5	-1	-4	-11	3	1	-3	9
CSc1nc(N)c2c(n1)OC(N)=C(C#N)C2c1cccnc1 (stereo unspecified)	98	-0.1	-2	2	1	3	0	-13	27
COc1ccc(OC)c(NC(=O)CSc2nc3cccnc3n2C)c1	96	-2.4	2	0	-6	5	1	-4	14
COC(=O)c1ccc(COC(=O)Cc2n[nH]c(=O)c3ccccc23)cc1	102	-1.7	6	-1	-13	0	-3	8	20
CC(=O)c1c(C)[nH]c(C(=O)N2CC(C)CC(C)C2)c1C (stereo unspecified)	105	-1.2	-10	-7	-2	0	6	14	18
CCc1ccccc1NCc1cc(=O)oc2cc(C)ccc12	101	-0.5	-13	-6	3	3	0	-7	16
Cc1cccc(C(=O)Nc2ccc(NC(=O)Cc3ccc(Cl)cc3)cc2)c1	109	-1.0	5	-11	0	0	5	11	14
Cn1nccc1C(=O)c1ccc(Cl)cc1	105	-2.8	-16	-3	-2	5	1	27	3
Cc1ccccc1-c1cc(C(=O)NCc2cccc(C(F)(F)F)c2)nn1CC1CC(c2cccc([N+](=O)[O-])c2)=NO1 (stereo unspecified)	/	-0.1	/	-3	3	8	1	-3	/
CCN(c1ccc(OC)cc1)S(=O)(=O)c1nnc(NC(=O)CC(C)C)s1	100	-1.9	-7	-6	3	0	-6	-20	28
CN(c1ccc(C(=O)NCc2ccco2)cc1)S(C)(=O)=O	107	-3.0	-14	0	-4	4	-5	15	10
CCN(CC(=O)Nc1c(F)cccc1F)C(=O)c1ccc(COc2ccccc2)o1	/	-3.1	/	-4	-2	0	1	21	/
Nc1ncnc2c1cnn2-c1ccccc1	104	0.5	5	-2	5	1	1	-12	3
COc1cc(/C=N/NC(=O)C2C3CCCCC32C)cc(Br)c1O (stereo unspecified)	99	1.2	0	-3	1	-4	-2	-51	-4
CC(C)n1cnc2c(Nc3cccc(F)c3)nc(NCCO)nc21	106	-1.9	-6	-7	7	-4	2	-6	34
CC1CN(Cc2nc3c(c(=O)[nH]c(=O)n3C)n2CCCc2ccccc2)CC(C)O1 (stereo unspecified)	78	-0.3	-4	-9	9	0	2	-34	5
O=C(CSc1ccccc1Cl)N1CCOCC1	105	1.0	-9	-8	0	2	-1	-4	33
O=C(COC(=O)c1ccc(Br)o1)NCC1CCCO1 (stereo unspecified)	102	4.6	4	-4	3	-1	-5	19	3
CCOc1ncccc1C(=O)Nc1cccc(-c2nnc3n2CCCCC3)c1	98	0.5	-12	2	1	-22	16	-14	34
O=C(O)CCCCCn1c(SCc2cc(=O)n3ccccc3n2)nc2ccsc2c1=O	95	-2.6	-10	-1	4	8	2	5	-15
O=C(Nc1cccc(Cl)c1)C1C2C=CC3(O2)C1C(=O)N(CCN1CCCCC1)C3C(=O)NC1CCCCC1 (stereo unspecified)	102	0.5	0	-3	0	4	0	-9	22
COc1ccccc1NC(=O)CSc1nnc(C2CCCCC2)n1N	97	-0.8	-10	5	3	3	4	11	8
COc1ccc2cc(C(=O)NCc3ccco3)c(=Nc3ccc(C(=O)O)cc3)oc2c1	105	-1.4	0	-8	4	2	1	14	7
CCOc1ccc(C(=O)CN2C(=O)NC3(CCCc4ccccc43)C2=O)cc1 (stereo unspecified)	/	-2.2	/	-5	2	/	/	2	/
Nn1c(SCC(=O)Nc2nnc(-c3ccccc3)o2)nnc1C1CC1	/	1.6	/	-2	12	2	-8	-6	/
CCN(CC)S(=O)(=O)c1cccc(C(=O)N/N=C2\CC(=O)CC(C)(C)C2)c1	104	1.3	-2	4	-7	7	-3	5	-25
S=C(NCCc1ccccn1)Nc1cccc(Cl)c1	106	-0.5	-7	-5	4	6	5	-4	-8
CCOc1ccc2nc3sc(C(=O)N4CCOCC4)c(N)c3cc2c1	112	0.0	3	-4	-13	-4	-2	-7	44
Cc1nnc(SCC(=O)NC(C)(C)C)n1NCc1ccc(N(C)C)cc1	103	0.3	6	-2	2	1	0	-5	/
O=C(OCc1nc2ccccc2s1)[C@@H]1CCCN1S(=O)(=O)c1ccccc1F	110	/	-13	-3	-3	-3	0	/	-16
O=C(Nc1ccc(Cl)cc1)Nc1ccc(N2CCCC2)c(S(=O)(=O)Nc2ccccc2Cl)c1	104	-0.1	-11	-8	-5	1	-1	8	-15
CCOC(=O)Cn1c(C(C)=O)nc2ccccc21	97	-2.3	1	3	0	8	3	11	22
C=C(Cl)COc1ccc2c(CCC)cc(=O)oc2c1	103	-0.5	-8	-4	5	2	-3	3	5

Part of the list above, reduced to IDE act, CRFR2-BP ag and p-CIP stab down:
Molecule | IDE act | CRFR2-BP ag | p-CIP stab down
COc1ccccc1NC(=O)CSc1nnc(C2CCCCC2)n1N | 3 | -0.8 | -10
COc1ccc2cc(C(=O)NCc3ccco3)c(=Nc3ccc(C(=O)O)cc3)oc2c1 | 2 | -1.4 | 0
CCOc1ccc(C(=O)CN2C(=O)NC3(CCCc4ccccc43)C2=O)cc1 (stereo unspecified) | / | -2.2 | /
Nn1c(SCC(=O)Nc2nnc(-c3ccccc3)o2)nnc1C1CC1 | 2 | 1.6 | /
CCN(CC)S(=O)(=O)c1cccc(C(=O)N/N=C2\CC(=O)CC(C)(C)C2)c1 | 7 | 1.3 | -2

(further entries)
SMILES	MEKK3 PB1 HTS	CRFR2-BP ag	p-CIP stab down	GalR3 antagonist	CHRM4 PAM	IDE act	IDE inh	CRFR2-BP antag	PHOSPHO1 block
CC(=O)Nc1ccc(NC(=O)CSc2nnc(NC(=O)Cc3ccc(F)cc3)s2)cc1	102	0.1	15	-4	1	-1	4	21	28
Cc1cccc(C)c1NC(=O)COc1cccc(/C=N/NC(=O)C(=O)NCc2ccccc2)c1	96	1.6	-10	-1	-1	4	4	-7	0
CN(CC(=O)Nc1ccc(S(=O)(=O)N2CCCC2)cc1)Cc1ccc(Cl)cc1Cl	90	-1.9	-1	0	-11	2	-2	-33	-3
CCc1ccccc1NC(=O)CN(C)C(=O)Cn1cc(C(F)(F)F)cc(Cl)c1=O	67	-1.7	-2	0	-1	2	-10	4	52
CCCCOc1ccc(C(=O)Nc2ccncc2)cc1	103	-1.7	-32	57*	-3	4	-2	-5	30
O=C(c1ccccc1)c1ccc2nc(-c3ccco3)c(-c3ccco3)nc2c1	90	-0.8	-10	-4	1	0	-2	-22	-103
CC1=C(C(=O)OCC2CCCCC2)C(c2cccc(O)c2)NC(=O)N1 (stereo unspecified)	98	/	-11	/	-10	-10	-10	/	24
Cc1ccc(S(=O)(=O)C2CCOC2=O)cc1 (stereo unspecified)	111	-1.7	-8	-1	9	-2	7	-29	0
O=C(CCc1ccccc1)NNC(=S)Nc1ccc(F)cc1	70*[inhibitor]	-0.2	-5	-9	-5	-6	3	-4	-7
O=C(COc1ccc(-n2cnnn2)cc1)Nc1cc(Cl)cc(Cl)c1	/	-0.7	/	-4	4	2	/	12	/
CCCc1c(C)c2cc(C)ccc2[nH]c1=O	100	-0.9	1	-4	5	4	2	-6	-4
Cc1c(C(=O)NCc2ccccn2)sc2nc(-c3ccc(F)cc3)cn12	97	1.7	-2	0	-7	-11	20*	-19	-17
CC1=NN(c2nc(-c3ccccc3)cs2)C(=O)C1	101	-0.6	-8	0	5	1	2	18	-14
Cn1c(=O)c2c(ncn2CC(=O)NC(C)(C)C)n(C)c1=O	95	0.8	-5	-5	2	3	-8	-4	1
Cc1cc(C)nc(N/N=C/c2cccc([N+](=O)[O-])c2)n1	96	0.6	-11	-3	0	/	2	4	3
CCOCC(=O)Nc1cccc(OC)c1	106	-0.4	-8	1	3	2	4	-2	17
